Screening data (PubChem)
NRP1-CendR mod: modulators of CendR peptide binding to human neuropilin-1; inhibition, % at 25 µM; O14786; FAM-RPARPAR peptide binding to NRP-1, fluorescence polarization; 360,000 tested, 0.85% active;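 active = inhibition or corrected inhibition above about 18%, plus a signal ratio from 0.5 to 1.5, limit read from the data, passing the limit was not always enough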; also: strong numbers were not always called active
Target sequence (O14786 whole entry, looked up): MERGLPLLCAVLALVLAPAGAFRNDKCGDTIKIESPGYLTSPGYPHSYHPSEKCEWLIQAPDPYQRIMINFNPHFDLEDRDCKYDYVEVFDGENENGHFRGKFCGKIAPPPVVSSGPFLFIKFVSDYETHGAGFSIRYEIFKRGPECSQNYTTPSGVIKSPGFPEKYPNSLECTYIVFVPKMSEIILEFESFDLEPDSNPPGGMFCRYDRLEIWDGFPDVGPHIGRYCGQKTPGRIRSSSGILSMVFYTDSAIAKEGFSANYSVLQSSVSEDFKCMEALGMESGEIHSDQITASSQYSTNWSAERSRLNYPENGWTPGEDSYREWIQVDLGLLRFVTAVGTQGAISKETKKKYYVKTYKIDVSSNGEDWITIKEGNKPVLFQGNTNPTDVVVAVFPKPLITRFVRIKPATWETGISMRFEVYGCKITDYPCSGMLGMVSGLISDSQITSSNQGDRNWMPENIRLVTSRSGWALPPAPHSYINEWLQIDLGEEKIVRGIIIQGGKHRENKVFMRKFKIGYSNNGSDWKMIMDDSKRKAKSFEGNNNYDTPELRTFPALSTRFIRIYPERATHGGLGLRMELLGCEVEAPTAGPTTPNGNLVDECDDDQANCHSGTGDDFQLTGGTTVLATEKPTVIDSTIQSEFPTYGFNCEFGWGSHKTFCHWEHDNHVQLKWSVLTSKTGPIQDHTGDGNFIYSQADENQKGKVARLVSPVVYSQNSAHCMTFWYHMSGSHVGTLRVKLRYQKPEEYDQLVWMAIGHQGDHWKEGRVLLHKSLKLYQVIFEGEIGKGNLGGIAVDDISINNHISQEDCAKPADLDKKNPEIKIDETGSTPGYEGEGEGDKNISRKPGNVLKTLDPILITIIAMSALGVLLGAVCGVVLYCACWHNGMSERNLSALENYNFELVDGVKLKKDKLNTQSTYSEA
Rin1 Abl inh: blocks binding of human Rin1 to Abl; P00519+Q13671; AID 588664; inhibition, % at 7.35 µM; 360,000 tested, 0.4% active; TR-FRET Rin1/Abl binding, biochemical; in the data active = inhibition above about 5%, passing the limit was not always enough
MsrA inh: inhibits bovine methionine sulfoxide reductase A | purified bovine MsrA, absorbance read-out | inhibition, % at 15.5 µM | 360,000 tested, 0.75% active; in the data active = inhibition above about 4.5%;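 also: 0% = vehicle wells with enzyme and 100% = reference inhibitor wells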
SKN-1 inh: blocks SKN-1 activity in C. elegans; C. elegans VP596 Pgst-4::GFP/RFP ratio, acrylamide-induced, 24 h; inhibition, % at 21.8 µM; 360,000 tested, 0.49% active;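 active = interference check ratio from 0.5 to 1.5 plus GFP to RFP signal ratio inhibition reaching or exceeding a fixed threshold, cut at about 30% in these data, passing the limit was not always enough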; also: some compounds called inactive have numbers as strong as hits
FAS-TE inh: inhibitors of human fatty acid synthase thioesterase domain | inhibition, % at 15 µM | recombinant FAS-TE, OMFH fluorogenic substrate, fluorescence endpoint | 360,000 tested, 0.67% active | P49327;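 active = compounds whose normalised, plate-corrected inhibition of enzyme fluorescence in the single-dose primary screen is 50% or more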;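 also: 0% = DMSO with enzyme and 100% = substrate without enzyme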
Neddyl block: cullin neddylation inhibition; 360,000 tested, 0.58% active; P61081+Q13564; calls only at 25 µM; TR-FRET cullin neddylation, biochemical; AID 651699; in the data active = inhibition above about 36%
E coli Lon inh: inhibitors of E. coli Lon protease; purified E. coli Lon protease, fluorescence polarization; inhibition, % at 7.94 µM; 360,000 tested, 0.42% active; AID 602123; in the data active = inhibition above about 13%, passing the limit was not always enough;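 also: 0% = enzyme with probe and DMSO and 100% = no enzyme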
MT1-MMP act inh: blocks activation of human MT1-MMP. P50281. HT1080 RFP-PRO-GFP cells, GFP/RFP ratio fluorescence, overnight; percent of plate control window, DMSO zero. GFP/RFP ratio change, % at 20 µM. 360,000 tested, 0.061% active;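 active = GFP/RFP ratio change of at least 30% with cell ATP level not reduced by more than half and red fluorescence within 50% of control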; also: strong numbers were not always called active
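Assay system: RFP-PRO-GFP reporter HT1080 cells; read-out basis: GFP/RFP fluorescence ratio; benchmarks: DMSO wells and RFP-L50D-GFP cells; doses: 20 µM single dose, 1% DMSO; schedule: overnight cell settling, then overnight compound exposure, 37 °C, 5% CO2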
bovine MsrA act: bovine methionine sulfoxide reductase A activation | purified bovine MsrA, absorbance read-out | activation, % at 10.6 µM | 360,000 tested, 0.3% active | AID 602163; in the data active = activation above about 7.5%;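 also: 0% = vehicle and 100% = reference activator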
Active calls of the source: *; i = inactive; . = not tested or not shown.

SMILES | NRP1-CendR mod | Rin1 Abl inh | MsrA inh | SKN-1 inh | FAS-TE inh | Neddyl block | E coli Lon inh | MT1-MMP act inh | bovine MsrA act
COc1ccc(NS(=O)(=O)c2c(C)cc(C)cc2C)cc1 | -6.1 | -2.2 | 2.6 | -19.9 | 14.7 | i | -0.1 | -0.7 | -8.1
Cc1ccc(S(=O)(=O)N(C)C[C@@H]2Oc3ncc(Br)cc3C(=O)N([C@H](C)CO)C[C@H]2C)cc1 | -4.8 | 0.6 | 1.0 | -10.4 | -3.7 | i | -4.8 | 1.2 | -8.2
CC(C)Oc1ccc(S(=O)(=O)N2CCCCC2)cc1NC(=O)C1CCCC1 | -2.5 | 2.9 | -0.2 | 11.7 | 20.0 | i | 0.0 | 1.6 | -4.0
COc1cccc(-c2cc(C(=O)Nc3cnn(Cc4ccccc4C)c3)no2)c1 | 2.4 | -4.5 | -1.0 | -3.4 | 12.1 | . | -0.6 | 2.6 | -3.9
O=c1c2cc(Br)ccc2nc(-c2ccc([N+](=O)[O-])cc2)n1O | -6.2 | 1.4 | -0.8 | 14.2 | 14.4 | i | -4.9 | 1.8 | 1.0
CCOC(=O)c1c(C)[nH]c(C)c1C(=O)CSc1nc2ccccc2[nH]1 | 4.5 | -1.6 | -0.3 | 8.2 | -8.2 | i | -8.0 | -2.5 | -3.9
Cc1ccc(F)c(NC=C2C(=O)OC(C)(C)OC2=O)c1 | 1.9 | -3.0 | 1.1 | 6.3 | -9.1 | i | 10.0 | 6.2 | -15.3
O=P(O)(COc1ccccc1)COc1ccccc1 | -15.9 | 2.0 | 0.2 | 15.9 | -9.3 | i | 2.2 | 3.3 | 2.4
COC(=O)CN1C(=O)C2(C(C#N)=C(N)Oc3c2c(C)nn3-c2ccccc2)c2ccccc21 (centres undefined) | 5.2 | 5.2 | 1.9 | 17.1 | -2.3 | i | -5.2 | 6.7 | -2.3
CCC(NS(=O)(=O)c1ccc(OC)cc1)C(=O)O (centres undefined) | 14.2 | -0.8 | -1.2 | -10.8 | -1.8 | i | 5.5 | 1.3 | 0.6
CN(CC(=O)NCc1ccccc1)S(=O)(=O)c1cnc[nH]1 | 19.9 | -1.3 | -0.6 | 15.8 | -7.6 | i | -7.2 | -4.4 | 0.1
O=C(Nc1cccc2[nH]ncc12)NS(=O)(=O)c1ccccc1 | -2.2 | 0.7 | 0.3 | 60.6 | -13.5 | i | 7.2 | 3.8 | -2.1
CC1CCCCN1C(=O)c1cc(-c2ccc(Cl)c(Cl)c2)on1 (centres undefined) | -6.0 | 0.4 | 0.7 | 10.6 | 30.6 | i | -16.7 | -1.7 | -1.6
CCCCC(=O)Nc1ccc(NC(=O)C2CC2)cn1 | 3.2 | -0.9 | -0.8 | -29.9 | -5.0 | i | -2.4 | 2.4 | -2.0
Cc1nc2ccccn2c1C(=O)N/N=C/c1ccc([N+](=O)[O-])o1 | 11.4 | 1.3 | 5.2* | -1.2 | 0.7 | i | 5.6 | -8.8 | 3.7
CC(C)CC(=O)Nc1cc2c3c(c1)CCN3C(=O)CC2 | 3.6 | 0.5 | -0.8 | -2.1 | 0.5 | i | -7.0 | 1.1 | -7.6
Cc1cc2c(c(=O)o1)C(C1C=CCCC1)C(C#N)=C(N)O2 (centres undefined) | -17.8 | 4.1 | 0.1 | 2.2 | -3.6 | i | -9.3 | -0.8 | -8.5
Cc1nc2sc(C(c3ccco3)N3CCc4ccccc4C3)c(O)n2n1 (centres undefined) | -17.9 | 0.8 | -0.1 | 15.7 | -3.4 | i | 1.3 | -2.0 | -5.4
CCOC(=O)c1sc2nc(SC)nc(-c3ccc(Cl)cc3)c2c1N | -4.6 | 3.2 | 0.6 | -1.4 | -7.2 | i | -7.4 | 2.6 | 2.6
CN(C)CCCn1c(=O)n(CCc2ccccc2)c(=O)c2c3c(sc21)CCCCC3 | 5.2 | -2.4 | -0.6 | 14.3 | 46.2 | i | -4.2 | -9.2 | -1.4
COc1cc2c(cc1OC)[C@@H](NC(=O)Cc1ccc(F)cc1)[C@H](OCc1ccccc1)C2 | -9.6 | 1.0 | -0.8 | 2.1 | -5.7 | i | -7.0 | 1.3 | -1.1
Cc1nc2c(O)c3c(c(O)c2nc1C)C1C=CC3CC1 | 10.1 | 0.2 | 1.8 | -24.9 | -2.5 | i | -2.6 | 0.7 | -2.8
COc1ccc(NC(=O)CSc2nc(=O)n(CCN3CCOCC3)c3c2CCCC3)c(OC)c1 | 16.0 | -1.6 | -0.4 | 2.1 | -6.2 | i | -4.5 | 0.4 | -1.3
Cn1c(=O)oc2cc(S(=O)(=O)NCCCN3CCCC3=O)ccc21 | -10.1 | -0.5 | 1.2 | 9.0 | -1.6 | i | -9.1 | 3.4 | -3.2
COC(=O)[C@@]1(Cc2ccc(F)cc2)[C@H]2c3cc(C(=O)N(C)C)n(CCc4c[nH]c5ccc(O)cc45)c3C[C@H]2CN1C(=O)c1ccccc1 | -3.2 | . | -0.2 | -3.5 | 7.6 | i | -4.4 | 0.5 | -1.8
CCCCNC(=O)C1(C)CCN1C(=O)Cc1ccc(OC)cc1 (centres undefined) | -4.7 | -0.1 | -0.6 | 3.8 | -9.0 | i | 0.2 | -2.1 | -1.8
Cc1cc(=O)oc2cc(OCC(=O)Nc3ccc(N4CCC(C)CC4)cc3)ccc12 | -10.4 | -3.1 | 0.5 | 15.3 | -1.0 | i | 0.4 | 4.6 | -0.8
COC(=O)Cn1c2c(c3cc(C)ccc31)CCCC2 | -7.4 | -2.5 | -2.0 | 18.4 | -6.1 | i | -2.9 | -3.2 | 0.2
c1ccc(SCc2cn(C[C@H]3CC[C@@H]([C@@H]4CC[C@H](Cn5cc(CSc6ccccc6)nn5)O4)O3)nn2)cc1 | 23.5* | -2.1 | 1.2 | 7.3 | 7.9 | i | -9.7 | 0.4 | 6.2
O=C(Nc1cc(S(=O)(=O)N2CCOCC2)ccc1N1CCOCC1)c1ccccc1Cl | 7.1 | 1.7 | 0.8 | 11.4 | 1.1 | i | -12.3 | -4.1 | -4.6

Profiles as entered above:
COc1cc2c(cc1OC)[C@@H](NC(=O)Cc1ccc(F)cc1)[C@H](OCc1ccccc1)C2 is listed as NRP1-CendR mod = -9.6; Rin1 Abl inh = 1.0; MsrA inh = -0.8; SKN-1 inh = 2.1; FAS-TE inh = -5.7; Neddyl block = i; E coli Lon inh = -7.0; MT1-MMP act inh = 1.3; bovine MsrA act = -1.1
CC(C)CC(=O)Nc1cc2c3c(c1)CCN3C(=O)CC2 is listed as NRP1-CendR mod = 3.6; Rin1 Abl inh = 0.5; MsrA inh = -0.8; SKN-1 inh = -2.1; FAS-TE inh = 0.5; Neddyl block = i; E coli Lon inh = -7.0; MT1-MMP act inh = 1.1; bovine MsrA act = -7.6

The list goes on:
SMILES | NRP1-CendR mod | Rin1 Abl inh | MsrA inh | SKN-1 inh | FAS-TE inh | Neddyl block | E coli Lon inh | MT1-MMP act inh | bovine MsrA act
COc1ccc(CCNS(=O)(=O)c2ccc(F)cc2)cc1OC | 9.7 | 5.0 | 0.3 | 11.4 | -9.5 | i | -9.0 | -1.7 | -4.1
CCN(CC(=O)NC(=O)NC1CCCCC1)Cc1ccccc1 | 6.7 | -0.4 | -0.1 | -15.8 | 4.0 | i | -2.7 | 2.1 | -5.8
COc1ccc(CNC(=O)COC(=O)CCCOc2ccc(Cl)cc2Cl)cc1OC | -6.6 | 10.2* | -0.7 | 8.4 | -5.7 | i | -16.4 | -2.4 | -3.4
COc1ccc(OC(C)C(=O)NCCc2nc3ccccc3[nH]2)cc1 (centres undefined) | -1.1 | -1.1 | -1.2 | -1.4 | -13.0 | i | 4.1 | 1.6 | -4.5
O=C(c1cccn2c(=O)c3ccc(Cl)cc3nc12)N1CCN(Cc2ccc3c(c2)OCO3)CC1 | -1.6 | -3.6 | 1.3 | 2.5 | 37.2 | . | 3.1 | -4.9 | -7.8
CN1CCN(C(=O)/C(=C/c2cn(S(=O)(=O)N(C)C)c3ccccc23)NC(=O)c2ccccc2Cl)CC1 | 20.6 | -0.3 | 1.0 | 15.3 | 7.4 | i | -4.5 | -1.1 | 0.2
O=S(=O)(c1ccc(Br)cc1)N1CCN(c2ccc3nnc(-c4ccccc4)n3n2)CC1 | 3.1 | 2.5 | -0.6 | -2.0 | 42.3 | i | 4.8 | -2.3 | -0.5
COc1cc(C(=O)Nc2ccc(F)cc2Cl)ccc1OCC(=O)N1CCOCC1 | -5.2 | 1.8 | -0.1 | -3.5 | -4.9 | i | 2.8 | 0.9 | -4.4
COc1ccc(C(=O)NNC(=O)C2CCN(S(=O)(=O)c3ccc(C)cc3)CC2)cc1 | -0.2 | 0.8 | 0.0 | 1.8 | -2.1 | i | -3.0 | -3.1 | -2.7
C=CCn1c(SCc2nnc(-c3ccccc3)o2)nnc1C(O)c1ccccc1 (centres undefined) | 0.3 | 3.3 | -0.3 | 3.9 | -2.8 | i | 0.3 | 2.0 | -6.2
CCn1c(SCC(=O)Nc2oc(-c3ccccc3)c(-c3ccccc3)c2C#N)nnc1-c1ccncc1 | -9.6 | 4.2 | 2.1 | 9.0 | 6.9 | i | -7.3 | 0.9 | -11.9
COc1cc2cc(C)c(SCC(=O)N3CCOCC3)nc2cc1OC | -18.1 | 0.4 | 1.5 | 9.9 | -30.9 | i | -3.5 | -11.8 | -5.7
COc1ccccc1CSc1nc2c(c(=O)n(C)c(=O)n2C)n1C | 8.4 | -2.1 | 1.2 | 5.6 | -1.7 | i | 6.0 | 3.0 | -1.3
Cc1ccc(NC(=O)CCCn2c(=S)[nH]c3ccsc3c2=O)cc1C | -7.7 | -2.6 | -0.5 | 8.2 | 1.3 | i | -2.5 | 0.7 | -1.9
CNC(=O)c1ccc(NC(=O)Cc2ccc(S(=O)(=O)N3CCOCC3)s2)cc1 | -14.2 | -0.1 | 0.4 | -0.3 | -5.8 | i | -4.4 | -1.5 | -3.0
CNc1ccc(Cl)nn1 | -5.9 | -2.2 | -1.4 | 11.4 | -5.0 | i | -10.1 | 1.0 | -1.9
O=C(CN1CCN(S(=O)(=O)N2CCCCCC2)CC1)Nc1ccc(Br)cc1 | -0.2 | 1.8 | -1.1 | -4.2 | 17.1 | i | 2.7 | 2.9 | -3.6
COc1ccccc1/C=C1/C(=O)N(c2ccccc2)N=C1C | 4.7 | 13.2* | 0.5 | -4.9 | -2.1 | i | -1.4 | 2.8 | -2.1
Cc1ccc(NC(=O)c2ccc(CSc3nnc(C)s3)cc2)c(C)c1 | 8.6 | 0.2 | 0.0 | 11.6 | 1.9 | i | 0.9 | -0.5 | 2.2
Cc1cnc(NC(=O)c2cc3c(s2)CCCC3)s1 | -1.0 | -3.5 | 1.9 | 32.9 | 1.5 | i | 0.1 | -8.6 | -6.1
CC(=O)c1cccc(NC(=O)c2cc(-c3ccc(C)cc3)on2)c1 | 11.5 | 4.0 | 0.2 | 0.0 | -4.1 | i | 8.2 | -2.8 | -6.1
COc1ccc(S(=O)(=O)Nc2ccc3c(c2)C(=O)N([C@H](C)CO)C[C@H](C)[C@@H](CN(C)S(=O)(=O)c2c(C)noc2C)O3)cc1 | -2.9 | 0.2 | -0.3 | -7.8 | -2.1 | i | 11.1 | 3.9 | -6.1
CN1CCN(S(=O)(=O)c2ccc(NC(=O)c3ccc(F)cc3Cl)cc2)CC1 | 4.6 | -2.5 | -0.1 | -12.4 | 0.7 | i | -4.7 | 2.1 | -5.9
CC(C)(C)c1ccc(Cn2c(=N)n(CC(O)c3ccco3)c3ccccc32)cc1 (centres undefined) | -75.0 | 1.6 | . | 20.1 | -9.1 | i | -24.6 | -27.5 | -1.5
O=C(Nc1ccccc1C(=O)NCCCN1CCOCC1)c1ccc(F)cc1F | -6.7 | -1.2 | -1.2 | -8.0 | -3.2 | i | -1.3 | -2.6 | -4.1
COc1ccc(C)cc1NC(=O)Nc1ccccc1SC | -1.7 | 2.4 | 0.1 | 2.6 | -5.3 | i | 6.3 | -2.9 | -4.9
